# BL2 CD40 inh = CD40 pathway inhibition in BL2 cells; BL2 NF-kB luciferase reporter, CD40L-induced, 4 h; inhibition, % at 10 µM; hit rate 0.94% among 83,000;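 active = mean inhibition of at least 50% with a set share of replicates also reaching that level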;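 also: 0% = neutral control wells and 100% = IKK inhibitor VII at 50 µM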
# The depositor's hits bear a star; [ ] = remark or other dose. These rows are one share of the data, so the mix of outcomes need not match the whole.
No.	BL2 CD40 inh	molecule
1	7	O=C(CCC(=O)OCC(=O)c1ccccc1)NC1CCCCC1
2	3	O=C(CSc1ccc(F)cc1)Nc1nnc(-c2ccco2)o1
3	-9	O=C(CCC1COc2ccccc2O1)N1CCCC1 (stereo not drawn)
4	0[25 µM]	Cc1noc(C)c1S(=O)(=O)N(C)C[C@@H]1OCCCC[C@@H](C)Oc2ccc(N(C)C)cc2C(=O)N([C@@H](C)CO)C[C@H]1C
5	-12	OC(c1ccc2c(c1)OCO2)c1nccc2ccccc12 (stereo not drawn)
6	-11[25 µM]	CCC(=O)N1[C@@H](CO)[C@H](c2ccccc2)C12CN(C(=O)c1ccc3c(c1)OCO3)C2
7	9	COc1cc(OC)cc(C(=O)Nc2ccn(C)n2)c1
8	-6	COc1ccc(NC2CS(=O)(=O)CC2NCc2ccco2)cc1 (stereo not drawn)
9	-1	Cc1ccc2c(c1)N(CCC(=O)NC(C)C)C(=O)CO2
10	2	N#Cc1ncn(-c2ccc(Oc3ccccc3)cc2)c1N
11	7	COC(=O)Cn1cnc2ccccc2c1=O
12	20	Cc1ccc(N2CC(C(=O)NCc3ccccn3)CC2=O)cc1 (stereo not drawn)
13	-9[25 µM]	OC[C@@H]1[C@@H](c2ccccc2)C2(CN(Cc3ccccn3)C2)N1Cc1cncnc1
14	-6	COc1ccc(S(=O)(=O)N2CCCC(C(=O)N3CCCC3)C2)cc1OC (stereo not drawn)
15	-18	COCCn1c(CNc2ccc(F)cc2)nnc1SCC(=O)Nc1ccc(OC)cc1OC
16	4	O=C(CCCn1c(=O)[nH]c2ccsc2c1=O)Nc1ccc(F)cc1
17	2	O=C(NCc1ccc2c(c1)OCO2)C1CC(=O)N(C2CCCC2)C1 (stereo not drawn)
18	-1	O=C1c2ccccc2C(Nc2cccnc2)N1Cc1ccc2c(c1)OCO2 (stereo not drawn)
19	1	O=C(c1ccco1)N1CCN(c2ncnc3scc(-c4cccs4)c23)CC1
20	-2	O=C(CSc1nccn1-c1cccc(F)c1)NC1CCCC1

# Some values from the entries so far.
# For BL2 CD40 inh, cpd 16 is listed with 4
# For BL2 CD40 inh, cpd 6 is listed with -11[25 µM]
# For BL2 CD40 inh, cpd 15 is listed with -18
# For BL2 CD40 inh, cpd 3 is listed with -9
# For BL2 CD40 inh, cpd 11 is listed with 7
# For BL2 CD40 inh, cpd 5 is listed with -12
# For BL2 CD40 inh, cpd 7 is listed with 9

# Additional compounds follow.
No.	BL2 CD40 inh	molecule
21	4	CCCNC(=O)N[C@@H](Cc1ccccc1)C(=O)OC
22	-11	COc1ccc(Nc2oc(COc3ccccc3OC)nc2C#N)cc1
23	3	COc1ccc(CCN2CC(C(=O)N3CCC(OC)CC3)CCC2=O)cc1 (stereo not drawn)
24	-5	CC(=O)Nc1ccc2c(c1)C(=O)N(C)C[C@@H](C)[C@@H](CN(C)C(C)=O)O2
25	11	CC(C)c1ccc(N=C(N)N=C(N)N)cc1
26	-8	COc1ccc2[nH]c(C(=O)N(Cc3ccccn3)Cc3ccccn3)cc2c1
27	14	COC(=O)c1oc2ccc(Br)cc2c1NC(C)=O
28	10	Cc1cnc(C(=O)OCC(=O)N2C(C)CCCC2C)cn1 (stereo not drawn)
29	0[25 µM]	CC(=O)N1[C@@H](CO)[C@H](c2ccccc2)[C@@H]1CNC(=O)CN1CCOCC1
30	3	NC(=O)[C@@H]1CCCN1Cc1nc(-c2cccs2)no1
31	6	CN(CCOc1ccccc1)c1ccc(S(=O)(=O)N2CCCCC2)cn1
32	3	CN1C(=O)c2cc(NC(=O)C3CCCCC3)ccc2OC[C@H]2O[C@H](CC(=O)NCC3CCCCC3)CC[C@H]21
33	18	CC1CN(C(=O)COC(=O)c2ccc(NC(=O)CC#N)cc2)CC(C)O1 (stereo not drawn)
34	14[25 µM]	CCCC#Cc1ccc([C@H]2[C@@H](CO)N3C(=O)CN(C(=O)Nc4cccc(F)c4)C[C@@H]23)cc1
35	6	CC(=O)N(Cc1cccnc1)c1cccc(-c2nc3ccccc3s2)c1
36	-2	COc1ccc(CC(CC(=O)O)C(=O)NCc2ccccc2)cc1 (stereo not drawn)
37	-16[25 µM]	CCc1nc(N2[C@H](C#N)[C@@H](c3ccccc3-c3ccccc3C)[C@@H]2CO)sc1C
38	-6	CCOc1ccc(C(C)=O)cc1COC(=O)CNC(=O)c1cccs1
39	-32	Cn1c2ccccc2c2cc(/C=C(\NC(=O)c3ccccc3)C(=O)O)ccc21
40	-63	c1coc(CNc2nc(-c3cccs3)cs2)c1
41	-2	COCCn1c(C)cc(C(=O)COC(=O)c2ccc([N+](=O)[O-])o2)c1C
42	-9	Cc1ccccc1CSCCNC(=O)Nc1ccccc1
43	-2	CC(NC(=O)c1ccco1)C(c1cccs1)N1CCN(c2ccccc2)CC1 (stereo not drawn)
44	-6[25 µM]	Cn1cnc(S(=O)(=O)N2CCCCN3[C@H](CO)[C@H](c4ccc(C#CC5CCCC5)cc4)[C@H]3C2)c1
45	-5	COc1ccccc1-c1nnc2sc(C3CCCCC3)nn12
46	4	CC(Oc1cccc(Br)c1)C(=O)NNC(=O)CCS(=O)(=O)c1ccccc1 (stereo not drawn)
47	3	CCCCN(C=O)c1c(CC)nc2c(OCc3ccc(S(C)(=O)=O)cc3)cccn12
48	-5[25 µM]	CCC(=O)N1CC2(CCN(C(=O)Cc3ccccc3)CC2)c2c(n(C)c3cc(OC)ccc23)[C@@H]1CO
49	6	O=S(=O)(c1ccc(N2CCOCC2)cc1)N1CCOCC1
50	8[25 µM]	CC(C)COC(=O)N(C)C[C@H]1OCc2cn(nn2)CCCC(=O)N([C@@H](C)CO)C[C@@H]1C
51	-5	CCc1nn(CC(=O)O)c(=O)c2ccccc12
52	1	Cn1c(=O)n(C)c(=O)n(CC(=O)N2CCCCC2)c1=O
53	1	CS(=O)(=O)N1CCN(C(=O)c2cc(-c3cccnc3)nc3ccc(Cl)cc23)CC1
54	8[25 µM]	CCCNC(=O)N1C[C@H]2[C@@H](c3ccccc31)[C@H](CO)N2C(=O)NC(C)C
55	14	Cc1nnsc1C(=O)NC(C)c1ccccc1 (stereo not drawn)
56	-11	CCc1cc2c(=O)c(-c3nc(C)cs3)coc2cc1OC(C)C(=O)NCCO (stereo not drawn)
57	-125	Cc1csc(Nc2ccccc2)[n+]1-c1ccccc1
58	-23[25 µM]	C[C@@H]1CN([C@@H](C)CO)C(=O)CCCn2nncc2CO[C@H]1CN(C)C(=O)Nc1ccc2c(c1)OCCO2
59	-52	O=C(Cn1cnc2c(oc3ccccc32)c1=O)N1CCCC1
60	17	O=C(NCc1ccncc1)NC12CC3CC(CC(C3)C1)C2
61	8	Fc1ccc(CNc2cnccn2)cc1
62	2	Cc1ccc2oc3c(c(=O)c2c1)C(c1cccc(Br)c1)N(Cc1ccco1)C3=O (stereo not drawn)
63	-1	C[C@@H]1CN([C@@H](C)CO)C(=O)CCCn2cc(nn2)CO[C@@H]1CN(C)C(=O)NC1CCCC1
64	1	COc1ccc(C(=O)N2C[C@@H]3[C@H](c4ccccc42)[C@@H](CO)N3C(=O)c2cccc(F)c2)cc1
65	-13	COc1ccc(C(CNC(=O)Cc2cccs2)N(C)C)cc1 (stereo not drawn)
66	6	Nc1nc(-c2cccs2)c(NC(=O)c2ccccc2)s1
67	0	CC1(C)[C@H]2CC[C@]1(C)[C@@H](OC(=O)C[N+]1(C)CCOCC1)C2
68	34[25 µM]	COc1ccc2c3c(n(C)c2c1)[C@H](CO)N(C(C)=O)CC31CCN(Cc2ccccc2OC)CC1
69	50*	O=C(Oc1ccc(-c2nc(-c3ccccn3)no2)cc1)c1ccccc1
70	-64	Fc1ccccc1Cn1nnc(-c2ccc3c(c2)OCO3)n1
71	17	CN(C(=O)CN1CCCCCC1)c1c(N)n(Cc2ccccc2)c(=O)[nH]c1=O
72	11	COC(=O)Nc1sc2c(c1C(=O)NC1CC1)CCCCCC2
73	10	c1ccc(-n2nnnc2NCCc2c[nH]c3ccccc23)cc1
74	10	CS(=O)(=O)N1CCN(c2ccccc2NC(=O)c2cccc3ccccc23)CC1
75	-7	Cc1cccc(C)c1OCC(=O)Nc1cccc(C(=O)O)c1
76	-55	O=C(Oc1ccccc1)c1cccc2cccnc12
77	-1[25 µM]	O=C(CC1CC1)N1CC2(C1)[C@H](c1ccccc1)[C@H](CO)N2Cc1ccccn1
78	8[25 µM]	CCC(=O)NC[C@H]1[C@H](c2ccccc2)[C@H](CO)N1C(=O)C1CC1
79	-36	CC(C)C(=O)NC(c1ccco1)c1ccc2cccnc2c1O (stereo not drawn)
80	3	O=C(CN1C(=O)c2ccccc2S1(=O)=O)Nc1ccc(S(=O)(=O)N2CCCC2)cc1

# Next part (three carried over from the part before).
No.	BL2 CD40 inh	molecule
78	8[25 µM]	CCC(=O)NC[C@H]1[C@H](c2ccccc2)[C@H](CO)N1C(=O)C1CC1
79	-36	CC(C)C(=O)NC(c1ccco1)c1ccc2cccnc2c1O (stereo not drawn)
80	3	O=C(CN1C(=O)c2ccccc2S1(=O)=O)Nc1ccc(S(=O)(=O)N2CCCC2)cc1
81	-36	O=C(OCCc1ccccn1)c1cccc([N+](=O)[O-])c1
82	4	O=S(=O)(Nc1ncn[nH]1)c1ccc2ccccc2c1
83	4	Cc1cc(C)cc(NCc2cc3c(cc2[N+](=O)[O-])OCO3)c1
84	24	COc1ccc(C(C)=O)cc1COC(=O)CSCC(=O)Nc1ccc(C)cc1
85	9	Cc1onc(-c2ccccc2)c1C(=O)c1c[nH]c(C(=O)NCc2ccccn2)c1
86	8	COCC(=O)N1[C@H](CO)[C@@H](c2ccccc2)[C@H]1CN(C)C(=O)c1ccncc1
87	15[25 µM]	C/C=C/c1ccc([C@@H]2[C@H](CO)N[C@H]2CN(CC(C)C)C(=O)c2ccccn2)cc1
88	14	CC(NC(=O)c1cccc(Cn2cc([N+](=O)[O-])cn2)c1)c1ccc(C(C)(C)C)cc1 (stereo not drawn)
89	16	CC(Cc1c[nH]c2ccccc12)NC(N)=O (stereo not drawn)
90	-2	Cc1ccc(-c2ccc(/C=N/NC(=O)CN3CCOCC3)o2)cc1[N+](=O)[O-]
91	12	Cc1ccc(S(=O)(=O)N(C)CCCC(=O)Nc2ccncc2)cc1
92	4	CN(CC(=O)Nc1ccccc1Br)C(=O)CNC(=O)c1cccs1
93	-30	O=C1C(=O)c2c(ccc3ccccc23)-c2ccccc21
94	-45	CCc1noc(C)c1C(=O)Nc1nc(-c2cccs2)cs1
95	-6	O=C(c1cccc(F)c1)N1CCN(c2ccc([N+](=O)[O-])c3cccnc23)CC1
96	4[25 µM]	Cc1ccc(S(=O)(=O)N(C)C[C@@H]2Oc3cc(C#CC4CCCC4)ccc3S(=O)(=O)N([C@H](C)CO)C[C@H]2C)cc1
97	6[25 µM]	COc1ccccc1CNC(=O)C[C@@H]1C[C@H]2c3cc(NC(=O)Nc4ccccc4F)ccc3O[C@H]2[C@H](CO)O1
98	-7	CCC(c1ccc(O)c(O)c1)C(CC)c1ccc(O)c(O)c1 (stereo not drawn)
99	0[25 µM]	CO[C@@H]1CN(C)C(=O)c2ccc(NC(=O)C3CCOCC3)cc2OC[C@@H](C)N(Cc2ccc(F)cc2)C[C@H]1C
100	-9	CCCCn1c(N)c(N(CC(C)C)C(=O)c2ccc(-c3ccc([N+](=O)[O-])cc3)o2)c(=O)[nH]c1=O
101	-2	COc1ccc(-c2ccccc2[C@H]2[C@@H](C#N)N(C(=O)C3CCCC3)[C@H]2CO)cc1
102	-10	COCc1cc(=O)[nH]c(/N=C(\N)Nc2ccc(Oc3ccccc3)cc2)n1
103	4	O=C(Nc1ccccn1)C1CCCN1S(=O)(=O)c1ccc(Cl)cc1 (stereo not drawn)
104	10	Cc1ncc([N+](=O)[O-])n1CC(=O)NC1CCCCCC1
105	11	CC(C)C(=O)NC(c1ccc([N+](=O)[O-])cc1)c1c(O)ccc2ccccc12 (stereo not drawn)
106	97*	O=C(c1nnsc1S(=O)(=O)c1ccc(Cl)cc1)N1CCOCC1
107	-1	Cc1ccc(S(=O)(=O)N(C)c2ccc(OCC(=O)Nc3cc(C(=O)O)ccc3Cl)cc2)cc1
108	4	Cc1ccc(NC(=O)NC2CCCCC2)cc1S(=O)(=O)N1CCOCC1
109	8[25 µM]	CC(C)NC(=O)N1[C@H](CO)[C@H]2c3ccccc3N(C)C[C@H]21
110	9	CN1[C@@H]2Cn3c(ccc(/C=C/c4ccccc4)c3=O)[C@H]1[C@@H](C(=O)NC1CCCC1)[C@@H]2CO
111	-5[25 µM]	COc1ccc(-c2ccccc2[C@H]2[C@@H](C#N)N(C(=O)C3CCC3)[C@@H]2CO)cc1
112	9	Cc1nc(CC(=O)O)c(-c2ccccc2)s1
113	-18[25 µM]	O=C(C[C@@H]1C[C@H]2c3cc(NC(=O)Nc4ccccc4F)ccc3O[C@H]2[C@H](CO)O1)NC1CCCCC1
114	16	CCC(Oc1ccccc1)C(=O)NCCOC (stereo not drawn)
115	-6	COc1cc(-c2nnc(NC(=O)CS(=O)(=O)c3ccc(C)cc3)o2)cc(OC)c1OC
116	2	CCCNC(=O)C1(C)CCN(C(=O)c2cccc(C(F)(F)F)c2)C1 (stereo not drawn)
117	3	CC(=O)Nc1ccc(NC(=O)C2Cc3c(-c4ccc5c(c4)OCO5)ccnc3O2)cc1 (stereo not drawn)
118	14	CCOC(=O)c1[nH]c(=S)n(Cc2ccccc2)c1C(=O)OCC
119	0	Cc1cccc(-c2ccc(C3[C@@H]4CN(C(=O)Nc5ccccc5)C[C@H]3N4)cc2)c1 (stereo partly drawn)
120	6	N#Cc1cnn2c(C(F)(F)F)c3c(nc12)CCCC3
121	7	N=c1n(CCN2CCCC2)c2ccccc2n1CC(O)c1ccco1 (stereo not drawn)
122	5	COc1ccc(-n2c(C)cc(C(=O)CN3C(=O)C(=O)N(Cc4ccccc4)C3=O)c2C)cc1

# From entry 101 to 102, copied from above:
No.	BL2 CD40 inh	molecule
101	-2	COc1ccc(-c2ccccc2[C@H]2[C@@H](C#N)N(C(=O)C3CCCC3)[C@H]2CO)cc1
102	-10	COCc1cc(=O)[nH]c(/N=C(\N)Nc2ccc(Oc3ccccc3)cc2)n1

# 3 entries drawn at random from those above:
No.	BL2 CD40 inh	molecule
82	4	O=S(=O)(Nc1ncn[nH]1)c1ccc2ccccc2c1
90	-2	Cc1ccc(-c2ccc(/C=N/NC(=O)CN3CCOCC3)o2)cc1[N+](=O)[O-]
111	-5[25 µM]	COc1ccc(-c2ccccc2[C@H]2[C@@H](C#N)N(C(=O)C3CCC3)[C@@H]2CO)cc1

# Screens (PubChem BioAssay)
